Exocytosis inh: lytic granule exocytosis inhibition; inhibition, % at 10 µM; TALL-104 LAMP-1 surface exposure, flow cytometry; cells stimulated with thapsigargin and PMA; 360,000 compounds, 0.66% hits;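 active means inhibition above about 55%, limit read from the data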
NR5A2 inv ag: inverse agonists of human LRH-1 (NR5A2) | O00482 | HEK293T StAR-luciferase reporter, LRH-1 transfected, 24 h | inhibition, % at 3.6 µM | 360,000 compounds, 0.13% hits | AID 602396;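 active means inhibition above the mean inhibition of all tested compounds plus 3 SD, cut at about 73% in these data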;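 further: 0% = DMSO wells and 100% = reporter-only cells lacking LRH-1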
Target sequence (O00482 whole entry, looked up): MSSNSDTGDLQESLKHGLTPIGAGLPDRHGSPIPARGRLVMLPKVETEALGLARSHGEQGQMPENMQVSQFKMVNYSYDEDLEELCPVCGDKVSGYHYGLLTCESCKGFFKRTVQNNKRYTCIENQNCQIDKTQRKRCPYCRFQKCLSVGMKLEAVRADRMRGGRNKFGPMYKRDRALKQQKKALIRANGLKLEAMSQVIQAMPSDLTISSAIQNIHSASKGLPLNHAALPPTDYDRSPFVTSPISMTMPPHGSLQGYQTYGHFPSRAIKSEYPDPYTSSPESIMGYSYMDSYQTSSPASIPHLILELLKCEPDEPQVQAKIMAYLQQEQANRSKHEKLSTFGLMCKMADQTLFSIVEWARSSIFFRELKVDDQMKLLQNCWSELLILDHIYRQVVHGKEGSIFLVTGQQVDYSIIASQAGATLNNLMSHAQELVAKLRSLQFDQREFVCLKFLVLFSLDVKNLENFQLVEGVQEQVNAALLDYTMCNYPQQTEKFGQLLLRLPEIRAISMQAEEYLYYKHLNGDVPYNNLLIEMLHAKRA
ABHD5-PLIN5 inh: ABHD5-PLIN5 protein interaction inhibition. Q00G26+Q8WTS1. Split G. princeps luciferase complementation, luminescence, 4 h. inhibition, % at 4 µM. 360,000 compounds, 0.78% hits. AID 602281;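 active means inhibition above the mean inhibition across every tested compound plus 3 SD, cut at about 22% in these data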;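 further: 0% = DMSO only wells and the 100% control is not disclosed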
NCOA2 inhibitor: human SRC2 (NCOA2) inhibition | Q15596 | HEK293 GAL4-SRC2 luciferase reporter, luminescence | inhibition, % at 9 µM | 370,000 compounds, 0.17% hits | AID 651957;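 active means inhibition above the mean inhibition of all tested compounds plus 3 SD, set per campaign, cut at about 52% in these data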;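 further: 0% = DMSO treated cells and 100% = cells given Gossypol at 36 µM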
SRC3 inh: human NCOA3 inhibition; Q9Y6Q9; HEK293 GAL4-SRC3 luciferase reporter, luminescence; inhibition, % at 3.6 µM; 360,000 compounds, 0.17% hits;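 active means inhibition above a per-campaign cutoff, the mean of all compounds plus 3 SD, cut at about 60% in these data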;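 further: 0% = DMSO-treated cells and 100% = gossypol-treated cells at 36 µM; higher means less SRC3-driven luciferase light from the GAL4 reporter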
TWEAK-Fn14 inh: blocks TWEAK-Fn14 interaction in a reporter cell assay; TWEAK-stimulated Fn14 reporter cells, luciferase luminescence, 8 h; inhibition, % at 10 µM; 360,000 compounds, 2% hits; in the data active means inhibition above about 50%
NOD2-RIPK2 inh: NOD2-RIPK2 protein interaction inhibition. O43353. CHO BLA complementation NOD2-RIPK2, CCF4 ratio. inhibition, % at 4.98 µM. 360,000 compounds, 0.38% hits. AID 624267; in the data active means inhibition above about 21%;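 further: 0% = vehicle only and 100% = reference blocker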
TLR9-MyD88 inh: blocks human TLR9 binding to MyD88; CHO BLA complementation TLR9-MyD88, CCF4 FRET ratio; inhibition, % at 4.98 µM; 340,000 compounds, 0.21% hits;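 active means inhibition above the mean over all tested compounds plus 3 SD, cut at about 21% in these data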;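 further: 0% = DMSO only wells and 100% = clavulanate BLA inhibitor control wells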
TROY signal inh: blocks TROY-dependent signaling in reporter cells | 360,000 compounds, 0.98% hits | AID 1347056 | Q293 LMP1-TROYcd NF-kB luciferase reporter, 4 h | inhibition, % at 10 µM;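 active means compounds whose plate-normalised and pattern-corrected inhibition of the luciferase reporter signal at the single screening dose is 50% or more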
NCOA1 inh: human NCOA1 inhibition; Q15788; HEK293 GAL4-SRC1 luciferase reporter, luminescence; inhibition, % at 3.6 µM; 360,000 compounds, 0.12% hits; AID 588354;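 active means inhibition above the campaign mean plus 3 SD, with each screening campaign given its own cutoff, cut at about 60% in these data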;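 further: 0% = DMSO treated cells and 100% = gossypol at 36 µM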
NR2F2 inh: inhibitors of human COUP-TFII (NR2F2) | inhibition, % at 8.6 µM | HEK293T NGFI-A luciferase reporter, luminescence | 370,000 compounds, 0.7% hits | P24468;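 active means inhibition above a per-plate cutoff, mean inhibition of test wells between control levels plus 3 SD, cut at about 38% in these data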;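 further: cells cotransfected with COUP-TFII expression vector driving the NGFI-A reporter; 0% = median of COUP-TF2 test wells and 100% = reporter-only cells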
Target sequence (P24468 whole entry, looked up): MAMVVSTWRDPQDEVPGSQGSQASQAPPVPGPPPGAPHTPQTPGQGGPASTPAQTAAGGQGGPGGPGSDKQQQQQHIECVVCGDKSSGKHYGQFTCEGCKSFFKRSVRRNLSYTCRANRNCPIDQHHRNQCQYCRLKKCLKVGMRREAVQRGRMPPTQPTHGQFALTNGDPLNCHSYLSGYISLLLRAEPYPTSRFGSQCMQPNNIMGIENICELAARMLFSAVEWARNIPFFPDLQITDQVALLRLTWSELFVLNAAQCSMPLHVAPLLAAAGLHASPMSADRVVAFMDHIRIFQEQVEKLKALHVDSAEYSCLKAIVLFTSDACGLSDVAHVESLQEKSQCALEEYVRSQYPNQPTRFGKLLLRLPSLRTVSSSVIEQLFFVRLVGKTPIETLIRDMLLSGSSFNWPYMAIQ
An asterisk follows results filed as active; · = not tested or not shown. This is a subset (hit frequency here may not be typical).

Below each SMILES: Exocytosis inh, NR5A2 inv ag, ABHD5-PLIN5 inh, NCOA2 inhibitor, SRC3 inh, TWEAK-Fn14 inh, NOD2-RIPK2 inh, TLR9-MyD88 inh, TROY signal inh, NCOA1 inh, NR2F2 inh
- COc1ccccc1Nc1ncnc2c1oc1ccccc12
→ -3, -50, 1, -59, -53, -9, -21, 0, -37, -72, -29
- CCN(CC(=O)Nc1ccccc1C(F)(F)F)C(=O)C1CSC2(C)CCC(=O)N12 (stereo not given)
→ -2, -6, 6, -9, 6, -14, -9, 6, 7, -4, -5
- COC(=O)Nc1nn(-c2ccc(Cl)cc2)c(=O)c(C#N)c1C
→ 7, -16, -1, 9, 9, 11, -4, 3, -10, -3, -18
- COc1ccc(NC(=O)C(C)N(c2ccc(C)cc2)S(C)(=O)=O)cc1 (stereo not given)
→ 3, 10, 4, -3, 17, 9, 4, -4, 13, -8, -13
- O=[N+]([O-])c1ccc(Nc2nc(NCCO)nc(N3CCCC3)n2)cc1
→ 7, 15, 4, 7, 3, 9, -5, 1, -7, 2, 1
- COC(=O)c1ccc(NC(=O)c2ccc[n+]([O-])c2)cc1
→ -2, -8, -1, -24, 11, 87*, -8, -1, 2, 5, -15
- CC1(c2ccc(OC(F)F)cc2)NC(=O)N(CC(=O)c2ccc3c(c2)OCO3)C1=O (stereo not given)
→ 16, -3, -5, 8, 8, -2, -5, 3, -4, -3, -2
- COC(=O)Cn1c(=NC(=O)c2cc(OC)cc(OC)c2)sc2cc(OC)ccc21
→ 4, 1, 1, -28, 22, 4, -9, -2, -5, 13, 5
- COc1cc2nc(CN3CCN(S(=O)(=O)c4c(F)cccc4F)CC3)[nH]c(=O)c2cc1OC
→ 24, -13, 1, 2, 13, -5, 3, 7, 4, -2, -3
- Cc1ccccc1Nc1nc(N)nc(CN2CCN(C(=O)c3ccccc3)CC2)n1
→ 5, 6, 2, 16, 1, 12, 1, 6, -2, 4, 18
- Nc1ncnc2c1ncn2C1OC(CO)C(O)C1O (stereo not given)
→ -1, -3, 4, -8, 7, -75, -4, 4, 20, -19, -26
- Fc1ccc(-n2c(Cn3nnc4ccccc43)n[nH]c2=S)cc1
→ -2, -6, 0, 16, -6, -21, -5, 6, 6, 0, 21
- Fc1ccccc1CSc1nncn1NC/C=C/c1ccccc1
→ -3, -12, 7, -8, 10, 1, 2, 5, ·, 13, 0
- Cc1nnc(SCc2cccc(Oc3ccccc3)c2)n1N
→ 8, -17, -2, -5, 2, -9, -2, 5, -7, 7, 0
- Cc1ccc(S(=O)(=O)N[C@H](C(=O)OCC(=O)NC(=O)Nc2ccc3c(c2)OCCO3)C(C)C)cc1
→ 32, -7, 15, 9, 18, 19, -2, 6, 10, 18, 5
- CCN(Cc1ccccc1)S(=O)(=O)c1ccc(C(=O)N(CCCN(C)C)c2nc3cc4c(cc3s2)OCO4)cc1
→ 66*, -17, 16, 13, 9, -10, 1, -13, -9, -7, -15
- O=c1[nH]c2cccnc2c2ccsc12
→ -1, 6, 0, -44, 2, -14, -11, 10, -2, -7, -26
- O=C(Cc1c[nH]c2ccccc12)NCc1cccs1
→ -2, 0, 1, -24, -8, 6, 7, 1, -21, -20, -8
- O=C(CCC(=O)NC1CCN(Cc2ccccc2)CC1)NCc1ccco1
→ 0, 15, 0, -16, 13, -2, 5, 1, 18, 2, -1
- COc1cccc(C(O)c2ncc(-c3ccc(Cl)cc3)[nH]2)c1 (stereo not given)
→ 6, -2, 2, 22, 5, -20, -17, ·, -4, 10, 6
- O=C(O)c1cc(O)ccc1O
→ 2, -1, 6, 12, 1, 3, -27, 0, 8, 2, 22
- O=c1c2ccccc2nc(/C=C/c2cccnc2)n1Cc1ccccc1
→ -1, 41, 10, 15, 24, 7, 4, 5, 6, 16, 9
- CCCCn1c(N)c(N(CC(C)C)C(=O)CCCc2nc3ccccc3c(=O)[nH]2)c(=O)[nH]c1=O
→ -4, 12, -1, -15, -4, 4, -3, 2, -2, 2, -12
- CCOC(=O)CSc1nc(N)c(C#N)c(-c2ccc(OCC)cc2)c1C#N
→ -9, -7, -3, 7, 0, -24, -7, -1, 15, -1, 10
- O=C(COc1ccc2c(c1)CCC2)N1CCN(c2ccccc2F)CC1
→ -11, 10, 0, -13, 5, 15, 10, 13, -7, -11, -8
- Cc1ccc(CNC(=O)CSc2n[nH]c(N)n2)cc1
→ -1, 6, -1, 12, -9, -9, -2, 2, -5, -12, -6
- CCN(C(=O)Cc1c(C(=O)O)[nH]c2ccccc12)c1ccc(OC)cc1
→ -2, 7, -5, ·, 3, 5, -14, -2, 20, 3, ·
- O=C(CSc1cccc2cccnc12)N/N=C/c1ccc(O)cc1
→ -1, -6, 1, -9, 25, -2, -6, -3, -11, 4, -12
- O=C(OC1CCOC1=O)c1cc(-c2ccccc2)nc2ccccc12 (stereo not given)
→ -4, -16, 6, 10, 16, -2, -15, -2, -5, 4, 10
- O=C(COc1ccc(S(=O)(=O)NC2CCCCC2)cc1)NCc1ccccn1
→ 3, 6, 1, -26, 12, 15, -8, -3, 6, -8, 0
- COCCNC(=O)c1ccc(-n2c(SCc3cc(F)ccc3F)nc3ccccc3c2=O)cc1
→ 6, 0, -6, 11, 3, -48, 2, -2, -33, -1, 1
- Cc1ccnc2nc(C(=O)OCCOc3cccc(Br)c3)nn12
→ 0, -1, 4, -14, 27, -13, -7, 9, -26, 19, 20
- O=C(/C=C/c1ccc(S(=O)(=O)N2CCOCC2)cc1)NCc1ccccc1F
→ -2, 8, 8, -4, 3, -11, -2, 0, -12, -3, 33
- CCc1nn(CC(=O)N2CCN(CC)CC2)c(=O)c2cc3sccc3n12
→ -2, 20, 2, -27, 3, 5, -1, -4, -7, 2, -3
- O=C(COC(=O)c1ccco1)Nc1cccc(S(=O)(=O)N2CCCCC2)c1
→ 0, -8, 1, -5, 5, -10, -8, -1, -6, 1, -1
- Cc1ccc(S(=O)(=O)Nc2cccc(C(=O)N3CCCC3)c2)cc1F
→ -7, -17, -8, 13, 6, 3, 8, 1, 3, -13, 14
- O=C(NCc1cccnc1)C1CC(c2ccccc2Cl)=NO1 (stereo not given)
→ -5, -20, 1, 4, -8, -2, -6, -7, 3, 0, -10
- Cc1ccc(NC(=O)Cn2c(CCC(=O)O)ccc2-c2cccs2)cc1Cl
→ -4, -11, -1, -13, -4, -3, 4, -14, -16, -12, 25
- COc1ccc(CCNS(=O)(=O)CC23CCC(CC2=O)C3(C)C)cc1OC (stereo not given)
→ 2, 3, -4, 12, 1, -1, 3, -11, 14, 5, 15
- CN(CC(=O)Nc1ccc(C(N)=O)cc1)CC(=O)Nc1ccccc1Br
→ -3, 9, 7, 27, 21, -9, -2, 3, -10, 14, -4
- O=C(O)COCc1nc2ccccc2s1
→ 22, 0, 0, -15, 10, 3, -9, 2, -9, 1, 5
- O=C1NC2(c3ccccc3)NC(=O)NC2(c2ccccc2)N1 (stereo not given)
→ -4, 4, -5, -24, -3, 3, 6, -9, -12, -1, 1
- Oc1ccccc1Oc1c(F)c(F)nc(N2CCCC2)c1F
→ -1, 17, -10, 10, 9, 16, 4, 4, -1, -12, -10
- S=C(c1ccc2c(c1)OCO2)N1CCOCC1
→ -2, 21, -4, 15, 11, 11, 7, 3, 0, 18, -1
- COc1ccccc1C(=O)NCC(=O)OCC(=O)NNC(=O)c1ccc(Br)cc1
→ -4, 15, -5, -18, 6, -1, -7, 3, 6, -5, 8
- COc1ccc(NC2CCCN(Cc3cccc4cnccc34)C2)cc1OC (stereo not given)
→ 23, 0, 2, -30, -36, -6, -9, -7, 22, 10, 7
- Cc1ccc(C(=O)CN(CCC(=O)O)S(=O)(=O)c2ccc([N+](=O)[O-])cc2)cc1
→ 4, -15, 4, -9, -1, -9, -20, -4, 6, 2, 0
- Cc1ccc(CN(c2ccc(C(=O)N3CCc4ccccc4C3)cc2)S(C)(=O)=O)cc1
→ 21, 4, 2, 9, -1, 10, 4, 0, 9, 5, 17
- CCCC(=O)Nc1nc2nc(-c3ccccc3)cc(-c3ccccc3)n2n1
→ 2, 12, 1, -25, 1, 0, 1, 7, -35, -32, 1
- COc1ccc(C(=O)NCC(=O)OCc2ccc([N+](=O)[O-])cc2)cc1
→ 5, 9, -8, 4, 13, -1, -3, 6, -2, -6, 5
- COc1ccc(S(=O)(=O)N2CCOCC2)cc1NC(=O)COC(=O)CCS(=O)(=O)c1ccc(C)cc1
→ 7, -14, -8, 23, -5, 7, -2, -1, 2, -23, -10
- COc1ccc(/C=C2\Oc3cc(OCC(=O)N4CCC(C(=O)O)CC4)ccc3C2=O)c(OC)c1
→ 11, 15, 4, ·, 2, -12, -8, 9, 7, -16, ·
- COc1cc(NC(=O)c2ccco2)c(OC)cc1NC(=O)CCC(=O)Nc1cc(C)ccc1C
→ -2, -4, -3, 26, -6, 1, -3, 5, 6, 7, 0
- O=C(O)C1CCN(C(=O)CSc2nc3ccccc3s2)CC1
→ 0, -9, 2, -17, 6, -8, -17, -4, 21, 10, 19
- COc1ccc(N(Cc2cc(=O)[nH]c3ccccc23)C(C)=O)cc1
→ 0, 8, -9, 2, 15, 7, 14, 6, 2, 1, 5

Nine entries already listed, ordered by heavy-atom count, lowest first.
Below each SMILES: Exocytosis inh, NR5A2 inv ag, ABHD5-PLIN5 inh, NCOA2 inhibitor, SRC3 inh, TWEAK-Fn14 inh, NOD2-RIPK2 inh, TLR9-MyD88 inh, TROY signal inh, NCOA1 inh, NR2F2 inh
- O=C(O)c1cc(O)ccc1O
→ 2, -1, 6, 12, 1, 3, -27, 0, 8, 2, 22
- O=C(O)COCc1nc2ccccc2s1
→ 22, 0, 0, -15, 10, 3, -9, 2, -9, 1, 5
- Cc1nnc(SCc2cccc(Oc3ccccc3)c2)n1N
→ 8, -17, -2, -5, 2, -9, -2, 5, -7, 7, 0
- Fc1ccc(-n2c(Cn3nnc4ccccc43)n[nH]c2=S)cc1
→ -2, -6, 0, 16, -6, -21, -5, 6, 6, 0, 21
- Cc1ccc(S(=O)(=O)Nc2cccc(C(=O)N3CCCC3)c2)cc1F
→ -7, -17, -8, 13, 6, 3, 8, 1, 3, -13, 14
- CCc1nn(CC(=O)N2CCN(CC)CC2)c(=O)c2cc3sccc3n12
→ -2, 20, 2, -27, 3, 5, -1, -4, -7, 2, -3
- CCOC(=O)CSc1nc(N)c(C#N)c(-c2ccc(OCC)cc2)c1C#N
→ -9, -7, -3, 7, 0, -24, -7, -1, 15, -1, 10
- CCCCn1c(N)c(N(CC(C)C)C(=O)CCCc2nc3ccccc3c(=O)[nH]2)c(=O)[nH]c1=O
→ -4, 12, -1, -15, -4, 4, -3, 2, -2, 2, -12
- Cc1ccc(S(=O)(=O)N[C@H](C(=O)OCC(=O)NC(=O)Nc2ccc3c(c2)OCCO3)C(C)C)cc1
→ 32, -7, 15, 9, 18, 19, -2, 6, 10, 18, 5
